tim23-1 inh – tim23-1 yeast growth inhibition; inhibition, % at 20 µM; AID 463212; S. cerevisiae tim23-1 growth, BacTiter-Glo luminescence, 24 h; actives 1.3% (n = 330,000);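 active = growth inhibition of the mutant yeast at or above 50%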;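 note: temperature-sensitive mutant grown at 25 °C; plate controls were DMSO-treated mutant yeast for no effect and medium wells lacking yeast for full effect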
tim10-1 inh – inhibits growth of tim10-1 mutant yeast. S. cerevisiae tim10-1 ts strain growth, BacTiter-Glo, 24 h. inhibition, % at 20 µM. actives 2.2% (n = 330,000). AID 463190;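 active = inhibition of at least 40%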;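 note: mutant grown at 25 °C; 0% = DMSO wells with yeast and 100% = wells holding no yeast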
CXCR6 inh – blocks human CXCR6 beta-arrestin recruitment | O00574 | CHO-K1 PathHunter CXCR6 beta-arrestin, luminescence | inhibition, % at 20 µM | actives 0.36% (n = 360,000); in the data active = inhibition above about 34%, passing the limit was not always enough;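 note: antagonist mode with CXCL16 agonist at 10 nM final; 0% = 10 nM CXCL16 with DMSO and 100% = unstimulated wells without agonist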
Target sequence (O00574 whole entry, looked up): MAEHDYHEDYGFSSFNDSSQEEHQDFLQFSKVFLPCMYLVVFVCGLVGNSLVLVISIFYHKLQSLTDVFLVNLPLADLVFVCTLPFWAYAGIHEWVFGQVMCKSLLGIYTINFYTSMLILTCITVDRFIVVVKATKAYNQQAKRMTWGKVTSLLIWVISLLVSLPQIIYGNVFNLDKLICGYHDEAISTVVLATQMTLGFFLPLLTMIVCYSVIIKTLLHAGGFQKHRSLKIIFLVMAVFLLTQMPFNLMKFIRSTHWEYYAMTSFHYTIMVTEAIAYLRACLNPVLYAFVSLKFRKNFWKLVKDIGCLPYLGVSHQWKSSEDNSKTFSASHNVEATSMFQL
TIM10 inh – TIM10 yeast growth inhibition; inhibition, % at 10 µM; S. cerevisiae TIM10 strain growth, BacTiter-Glo luminescence, 24 h; actives 1.4% (n = 330,000); AID 463195;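 active = inhibition of 40% or more at the single tested concentration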;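 note: wild-type TIM10 isogenic control strain grown at permissive 25 °C; 0% = DMSO yeast wells and 100% = minimal medium wells without yeast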
UPR CHOP act – activators of apoptotic arm of unfolded protein response (CHOP); CHO-CHOP luciferase reporter, UPR activation, luminescence; percent of tunicamycin response over DMSO baseline; activation, % at 10 µM; actives 0.34% (n = 330,000);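 active = at 10 µM dose, activation of 40% or more, normalized to positive control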;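 note: 100% = tunicamycin at 10 µg/mL and 0% = DMSO alone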
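Evaluation: % reporter activation, DMSO baseline versus tunicamycin full activation; System: CHO-CHOP luciferase reporter cell line; Input: 500 cells/well; Incubation: 6 h compound treatment, 37 °C; Measured by: Steady-Glo luciferase luminescence; Dosing: one dose, 10 µM in 0.5% DMSO; Buffer or medium: F12 medium, 10% FBS; Benchmarks: positive tunicamycin 10 µg/mL, negative DMSO alone.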
APJ antag – blocks the human apelin receptor APJ; actives 0.32% (n = 330,000); CHO-K1 APJ beta-arrestin complementation, luminescence; inhibition, % at 20 µM; P35414;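 active = inhibition above about 40% at 20 µM, limit read from the data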;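 note: cells challenged with 10 nM apelin-13 agonist together with compound; plate controls were apelin-13 plus DMSO wells for no effect and DMSO wells lacking apelin-13 for full effect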
Target sequence (P35414 whole entry, looked up): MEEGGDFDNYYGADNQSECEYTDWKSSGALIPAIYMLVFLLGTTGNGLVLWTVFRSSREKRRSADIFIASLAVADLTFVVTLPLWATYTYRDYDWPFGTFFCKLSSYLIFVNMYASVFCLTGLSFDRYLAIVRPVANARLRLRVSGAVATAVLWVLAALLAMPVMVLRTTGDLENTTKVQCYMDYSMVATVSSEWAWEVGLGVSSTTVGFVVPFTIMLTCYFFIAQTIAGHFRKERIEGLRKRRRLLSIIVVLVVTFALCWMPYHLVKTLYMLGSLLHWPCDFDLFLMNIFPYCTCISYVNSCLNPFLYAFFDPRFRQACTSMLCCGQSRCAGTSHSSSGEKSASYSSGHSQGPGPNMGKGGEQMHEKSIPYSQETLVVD
APJ agonist – activates the human apelin receptor APJ; P35414; CHO-K1 APJ PathHunter beta-arrestin, luminescence; 0% DMSO wells, 100% apelin; activation, % at 20 µM; actives 0.11% (n = 330,000); AID 2520;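 active = activation more than six SD over the plate average, tested at 20 µM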;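 note: 0% = DMSO alone and 100% = apelin-13 at 10 nM; some results filed as inactive read as strong as hits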
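assay system = CHO-K1 APJ beta-arrestin complementation cell line | input = cell density 1000 per well | dosing = compound 20 µM once, DMSO 1% | timing = compound 90 min 25 °C, reagent 1 h | measured by = luminescence from split beta-galactosidase complementation, Galacton Star/Emerald II substrate | read-out basis = APJ agonist activity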
Mdm2-MdmX inh – inhibitors of human Mdm2/MdmX interaction. inhibition, % at 8 µM. actives 3% (n = 330,000). O15151+Q00987. SaOS-2 split-luciferase Mdm2/MdmX complementation, luminescence;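 active = inhibition of at least 50% at 8 µM in the primary screen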
XBP1 UPR activ – activators of adaptive arm of unfolded protein response (XBP1); activation, % at 20 µM; actives 0.33% (n = 330,000); CHO-XBP1 luciferase reporter, IRE1-XBP1 UPR activation, luminescence; percent of tunicamycin response, DMSO as zero;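 active = versus positive control, 20 µM dose yields 30% or more activation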;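 note: 100% = tunicamycin at 10 µg/mL and 0% = DMSO only wells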
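Material: CHO-XBP1 cells stably carrying IRE1-XBP1-driven luciferase reporter / Amount: 1000 cells per well / Compound: 20 µM, 1% DMSO / Times: 6 h treatment, 37 °C / Detection: luciferase luminescence / Measure: % activation of reporter signal versus tunicamycin and DMSO controls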
The depositor's hits bear a star; / = not tested or not shown. Some of the compounds tested; rates above refer to the full screens.

Second line of a record – tim23-1 inh, tim10-1 inh, CXCR6 inh, TIM10 inh, UPR CHOP act, APJ antag, APJ agonist, Mdm2-MdmX inh, XBP1 UPR activ
CCCCC#Cc1cncc(C(=O)N/N=C/c2ccccc2)c1
    29.1, 14.1, -3.2, -0.4, -1.8, -2.8, -2.2, 12.8, 2.8
COc1ccc(CC(=O)N(C)Cc2cccc(F)c2)cc1S(=O)(=O)N1CCOCC1
    -12.5, -22.3, -11.7, -13.1, 2.0, 18.2, 0.9, 2.1, -0.7
CC(NC(=O)COC(=O)c1ccccc1Nc1ccccc1)c1ccccc1 (stereo unspecified)
    5.3, 11.7, 3.0, -3.8, -1.1, -1.3, -0.9, 14.9, -2.1
CS(=O)(=O)N(CC(=O)NC1CCCC1)Cc1ccc(Cl)cc1
    3.4, 12.9, -2.8, -16.2, -1.6, 5.4, -3.4, 6.4, -1.1
Cc1cccc(C)c1NC(=O)C1C2C=CC(C2)C1C(=O)NCc1ccccn1 (stereo unspecified)
    12.9, 13.6, -0.6, 10.1, 0.2, 14.0, -1.7, -16.3, -1.6
COc1ccc(Br)cc1CNC(=O)CCN1C(=O)COc2ccccc21
    13.3, 21.2, 7.3, 15.0, -0.1, 10.1, 1.3, -1.8, -5.8
Cc1cc(C(=O)OCC(=O)N(C)c2c(N)n(Cc3ccccc3)c(=O)[nH]c2=O)c(C)n1-c1ccccc1
    19.4, 13.6, 14.3, 19.8, 0.0, 11.6, -2.8, 4.5, 0.8
CC(C)NS(=O)(=O)c1ccc(OCC(N)=O)c(Cl)c1
    10.4, -2.0, 0.6, 6.6, -0.5, 14.2, 1.0, 20.4, -5.2
Cc1cc(C)n(CCCNC(=O)CCNS(=O)(=O)c2ccccc2C(F)(F)F)n1
    -2.0, 0.4, 2.2, -5.4, -1.5, 24.5, -2.1, 22.5, 0.0
CN(C)C(=O)CSc1nc2ccc(N3C(=O)c4ccccc4C3=O)cc2s1
    -0.9, -4.6, -3.5, -4.5, 0.9, 8.5, 1.5, 0.4, -1.3
COc1cc(-c2nnc(CSc3nnc(Nc4ccc(Oc5ccccc5)cc4)s3)o2)cc(OC)c1OC
    18.8, 37.8, 5.3, 12.9, 2.3, -16.2, 1.4, 21.2, 3.4
S=C(Nc1ccc(Oc2ccccc2)cc1)NC1CCCC1
    42.0, 38.3, -10.5, 16.1, 1.4, -12.0, -1.7, -3.5, -0.5
COc1ccc(NC2c3ccccc3C(=O)N2Cc2ccc3c(c2)OCO3)cc1 (stereo unspecified)
    26.0, 6.8, 16.2, -6.0, -0.1, -2.2, -3.6, 10.1, -0.7
CC(C)OCC(O)CN1CCN(CCN2C(=O)c3cccc4cccc(c34)C2=O)CC1 (stereo unspecified)
    -11.5, -10.6, 7.5, 1.3, 1.6, 5.3, -4.1, 13.6, -5.3
CCN(CC)CCCn1c2c(c(SCC(=O)Nc3cccc4ccccc34)nc1=O)CCC2
    -8.0, -17.3, 7.0, 4.8, 0.8, -44.3, -5.9, 6.5, 1.3

Filtered by structure, the entries above containing four or more nitrogen atoms (4)
Second line of a record – tim23-1 inh, tim10-1 inh, CXCR6 inh, TIM10 inh, UPR CHOP act, APJ antag, APJ agonist, Mdm2-MdmX inh, XBP1 UPR activ
Cc1cc(C(=O)OCC(=O)N(C)c2c(N)n(Cc3ccccc3)c(=O)[nH]c2=O)c(C)n1-c1ccccc1
    19.4, 13.6, 14.3, 19.8, 0.0, 11.6, -2.8, 4.5, 0.8
Cc1cc(C)n(CCCNC(=O)CCNS(=O)(=O)c2ccccc2C(F)(F)F)n1
    -2.0, 0.4, 2.2, -5.4, -1.5, 24.5, -2.1, 22.5, 0.0
COc1cc(-c2nnc(CSc3nnc(Nc4ccc(Oc5ccccc5)cc4)s3)o2)cc(OC)c1OC
    18.8, 37.8, 5.3, 12.9, 2.3, -16.2, 1.4, 21.2, 3.4
CCN(CC)CCCn1c2c(c(SCC(=O)Nc3cccc4ccccc34)nc1=O)CCC2
    -8.0, -17.3, 7.0, 4.8, 0.8, -44.3, -5.9, 6.5, 1.3

(further entries)
Second line of a record – tim23-1 inh, tim10-1 inh, CXCR6 inh, TIM10 inh, UPR CHOP act, APJ antag, APJ agonist, Mdm2-MdmX inh, XBP1 UPR activ
CCc1ccc2nc(NC(=O)Cn3cnc4ccccc4c3=O)sc2c1
    -14.7, 0.8, 0.1, -6.6, 5.6, -2.0, -3.7, -34.9, 0.9
CCN(C(=O)CN1CCN(c2ccc(OC)cc2)CC1)c1c(N)n(Cc2ccccc2)c(=O)[nH]c1=O
    6.6, 9.3, -3.2, 0.6, -1.6, 14.5, 5.6, 5.8, -1.9
Cc1ccc(-n2nc(C)c(=O)c(-c3ccccc3)c2NC(=O)C(C)C)cc1
    0.1, -10.0, 4.7, 0.6, 2.5, 5.4, 5.1, -2.5, -2.7
Cc1c(C(=O)c2no[n+]([O-])c2C(=O)c2cnn(C)c2C)cnn1C
    8.8, 0.9, 2.4, -5.5, 55.0*, -3.1, -2.8, 14.6, -7.3
COc1ccccc1OCCCn1c(=O)oc2ccccc21
    22.2, 19.9, -1.3, 7.1, -1.0, 13.1, -0.1, -13.6, 1.9
COc1ccc(NCCC(O)c2ccc(Cl)cc2)cc1 (stereo unspecified)
    -3.8, -16.0, 1.9, -15.1, 1.1, 8.1, -0.7, 3.9, -2.2
CCOC(=O)c1sc2nc(C)nc(NCc3ccccc3OC)c2c1C
    18.4, 3.7, 4.3, 20.1, 4.8, 7.6, 1.4, 5.9, 3.6
O=C(CSc1nnc2ccccn12)NCCc1ccc(F)cc1
    7.4, 12.1, -0.6, -6.7, 1.8, 3.3, -1.6, -26.6, -1.8
CS(=O)(=O)Nc1ccc(C(=O)N2CCN(c3ccccc3F)CC2)cc1
    -6.1, 17.0, -6.8, -13.3, 1.3, 30.3, 0.1, 2.6, 1.1
Cc1ccc(-n2c(SCC(=O)Nc3cccc(C)c3)nc3c(oc4ccccc43)c2=O)cc1
    -1.0, -0.2, /, 1.2, 0.9, -4.5, -3.4, -35.3, -1.5
CCOc1cccc(OCCOCCNC(C)(C)C)c1
    1.1, 11.0, -7.3, -0.9, 0.1, 8.8, 1.9, 6.9, 2.0
CCN(CC)S(=O)(=O)c1cccc(-c2nnc(C(=O)c3ccc(C(F)(F)F)cc3)o2)c1
    8.1, 7.2, 2.0, -0.1, -0.1, -12.5, 3.3, 18.5, -3.7
O=C(O)c1cc(NC(=S)NC(=O)C(c2ccccc2)c2ccccc2)ccc1Cl
    15.8, -4.6, 9.7, 5.8, -2.0, 5.9, -2.0, 3.3, -1.8
O=S(=O)(NCC1CN(S(=O)(=O)c2c(F)cccc2F)C1)c1ccc2c(c1)OCCO2
    9.9, 8.8, 5.0, -9.1, 0.0, 1.4, -0.4, 0.4, -6.4
Cc1c(NC(=O)c2cccc(NC(=O)COc3ccccc3C#N)c2)c(=O)n(-c2ccccc2)n1C
    9.3, 19.1, -7.1, 2.8, -5.2, -5.4, -1.7, 42.5, -5.2

Copied from the list.
For tim10-1 inh, COc1ccc(NCCC(O)c2ccc(Cl)cc2)cc1 (stereo unspecified) reads -16.0
For APJ agonist, Cc1ccc(-n2nc(C)c(=O)c(-c3ccccc3)c2NC(=O)C(C)C)cc1 reads 5.1
For tim23-1 inh, CCOC(=O)c1sc2nc(C)nc(NCc3ccccc3OC)c2c1C reads 18.4
For Mdm2-MdmX inh, O=C(CSc1nnc2ccccn12)NCCc1ccc(F)cc1 reads -26.6

Remaining list, next part:
Second line of a record – tim23-1 inh, tim10-1 inh, CXCR6 inh, TIM10 inh, UPR CHOP act, APJ antag, APJ agonist, Mdm2-MdmX inh, XBP1 UPR activ
COc1ccc(COC(=O)N/N=C/c2cccs2)cc1
    15.0, 4.0, 10.8, -4.2, 5.3, 15.2, -3.0, -6.9, -0.5
O=C(NS(=O)(=O)c1ccccc1Cl)c1ccc[nH]1
    -5.0, 15.1, /, -10.8, -0.9, 3.1, -1.5, 14.9, 1.9
O=C(Cn1cnc2ccccc2c1=O)NCc1cccs1
    6.3, -10.5, 3.6, -5.5, 0.8, 14.6, -1.3, 8.1, 2.3
COc1ccc(-c2ccnc3nc(N4CCN(c5ccccc5)CC4)nn23)cc1
    48.1, 43.0*, 12.7, 46.6*, 1.5, 4.0, -2.5, 36.6, 4.4
Cc1c(OCC(=O)N(C)C)ccc2c3c(c(=O)oc12)CCCCC3
    12.9, 3.4, 2.8, 12.9, -1.5, -4.4, 0.8, 0.3, -2.6
Cc1cccc(N(C(=O)CNC(=O)c2ccco2)C(C(=O)NC2CCCC2)c2cccnc2)c1 (stereo unspecified)
    12.4, 15.4, -0.8, -4.7, -1.1, 12.0, 2.6, 5.2, 1.9
COc1ccc(NC(=O)c2cnc(SC)nc2)cc1
    27.9, -15.7, -4.1, 4.4, 1.3, 7.3, -1.9, 12.9, -2.6
CN(CC(=O)Nc1ccccc1Br)C(=O)COc1ccc2ccccc2c1
    32.5, -13.5, 4.2, -18.2, -0.5, 8.8, -3.7, 7.0, 1.8
Cc1ccc(C(=O)c2c3ccc(C(F)(F)F)cc3[n+]([O-])n2CCCN)cc1
    12.3, 10.3, 9.7, 14.2, 1.0, 14.0, 2.7, -9.0, 3.4
O=C(c1ccc([N+](=O)[O-])c(CS(=O)(=O)c2ccc(Cl)cc2)c1)N1CCCCC1
    -15.5, 15.7, 8.9, -7.8, -0.5, -0.8, 3.0, -7.4, -0.9
Cc1nc(C)n(CC(=O)c2ccc(Cl)cc2Cl)n1
    14.9, -0.8, -4.9, 0.7, -1.5, -15.6, -8.2, -10.9, -3.4
CCOC(=O)C1CCN(C(=O)CNC(=O)OC(C)(C)C)CC1
    13.8, 2.6, 6.3, -12.7, 0.0, -0.8, 0.8, -8.3, 3.8
Cc1ccccc1-n1c(C)nnc1SCc1nc2ccccc2s1
    2.5, -7.6, -2.7, 6.6, 4.1, -1.8, -2.5, -65.9, -2.0
O=C(Cc1ccc(Cl)cc1)Nc1ccc(-c2cc3ccccc3oc2=O)c(Cl)c1
    20.2, 1.9, 4.3, 10.4, -0.6, 11.0, -1.6, 59.1*, -0.3
CCN(C(=O)CSc1ncn[nH]1)C1CCCCC1
    7.7, 9.9, -0.2, 2.1, -1.3, 30.3, -2.5, 16.4, -1.6
O=C(NN=C1CCCCCC1)c1ccc2c(c1)OCO2
    -5.9, 3.3, -5.0, 5.9, 3.7, -2.6, -0.3, -20.6, 1.9
CCOc1ccccc1NC(=O)CN1C(=O)COc2ccc(Cl)cc21
    4.8, -3.3, -8.2, -6.7, 1.0, 13.4, -2.8, 13.8, 1.8
CCOc1cc(/C=N/NC(=O)C(O)(c2ccccc2)c2ccccc2)ccc1OC(=O)c1ccco1
    25.6, 12.8, 4.4, 17.2, -0.8, -19.5, -0.5, 21.5, -0.7

Assay outcomes deposited in PubChem BioAssay by Sanford-Burnham Center for Chemical Genomics.
